SENP8 inh: blocks human SENP8 cleavage of Nedd8 substrate | Q96LD8 | recombinant SENP8, Nedd8 substrate fluorescence | inhibition, % at 20 µM | actives 0.64% (n = 360,000) | AID 602440; in the data active means inhibition mostly above about 40%, no sharp cut-off; inactive means mostly below about 27%
ATG4B inh: inhibitors of human ATG4B cysteine protease | AID 504462 | Q9Y4P1 | inhibition, % at 8.33 µM | actives 0.51% (n = 340,000) | ATG4B cleavage of LC3-PLA2, NBD-HPC fluorescence, 1 h; in the data active means inhibition above about 40%
SENP7 block: inhibitors of human SENP7 protease; Q9BQF6; recombinant SENP7, Z-RLRGG-aminoluciferin luminescence, 40 min; inhibition, % at 5 µM; actives 1.5% (n = 330,000); AID 434973;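 active means inhibition above about 50% at the single test dose, limit read from the data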;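 further: plate controls were DMSO with enzyme for no effect and no enzyme buffer wells for full effect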
Target sequence (Q9BQF6 706-1050 limits assumed): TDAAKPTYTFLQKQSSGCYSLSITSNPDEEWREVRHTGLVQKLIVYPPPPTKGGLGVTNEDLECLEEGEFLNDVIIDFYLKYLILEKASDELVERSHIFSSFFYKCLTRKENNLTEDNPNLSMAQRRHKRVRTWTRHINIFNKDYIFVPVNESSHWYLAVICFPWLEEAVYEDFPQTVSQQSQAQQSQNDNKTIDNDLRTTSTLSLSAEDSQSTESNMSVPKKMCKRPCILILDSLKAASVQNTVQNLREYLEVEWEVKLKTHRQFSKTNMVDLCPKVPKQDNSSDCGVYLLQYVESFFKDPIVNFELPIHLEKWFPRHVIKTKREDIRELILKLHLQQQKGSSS
NR3A LBD binder: modulators (binders) of human NR3A ligand-binding domain. NR3A LBD differential scanning fluorimetry, Tm shift; 0% = protein alone, 100% = glycine-bound protein. actives 2.5% (n = 340,000). Tm shift relative to glycine control, % at 25 µM. AID 1259313;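 active means melting temperature shift of at least 10% of the positive control shift, at one fixed dose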
MPTP inh: blocks calcium-induced mitochondrial swelling | isolated mouse mitochondria, Ca2+ swelling absorbance, 30 min | inhibition, % at 10 µM | actives 1.4% (n = 360,000);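 active means inhibition of 50% or more, scaled per plate between neutral and stimulator controls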;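 further: 0% = DMSO wells given calcium and 100% = 1 mM EGTA wells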
HKDC1 inhibitor: HKDC1 (human) hexokinase inhibition; recombinant HKDC1, G6PDH/diaphorase resazurin coupled fluorescence; inhibition, % at 20 µM; actives 0.16% (n = 340,000); AID 493160;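 active means inhibition above about 35% when tested at 20 µM, limit read from the data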;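 further: plate controls were DMSO wells with enzyme for no effect and DMSO wells lacking enzyme for full effect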
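test system = in-house recombinant HK5 (HKDC1) enzyme | amount = HKDC1 at 5 µg/mL | control set = DMSO-enzyme wells negative, buffer-substituted wells positive | compound = one dose of 20 µM, 1% DMSO | schedule = reaction time 90 min, room temperature, protected from light | technique = resorufin fluorescence at 613 nm | reagent = glucose with 1 mM ATP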
PfG6PD inh: PfG6PD (Plasmodium falciparum) enzyme inhibition; PfGluPho enzyme, NADPH resazurin-diaphorase fluorescence; AID 504690; inhibition, % at 20 µM; actives 0.78% (n = 350,000);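 active means inhibition reaching at least a set limit at 20 µM in the primary screen, cut at about 59% in these data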;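 further: 0% = DMSO wells with substrate and 100% = DMSO wells lacking glucose-6-phosphate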
SENP6 block: SENP6 protease inhibition | actives 1.8% (n = 330,000) | Q9GZR1 | Recombinant SENP6 catalytic domain, aminoluciferin luminescence | AID 2599 | inhibition, % at 10 µM;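 active means inhibition above about 50% at the single tested dose, limit read from the data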;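 further: plate controls were DMSO wells with enzyme for no effect and DMSO wells lacking enzyme for full effect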
Target sequence (Q9GZR1 628-1112 limits assumed): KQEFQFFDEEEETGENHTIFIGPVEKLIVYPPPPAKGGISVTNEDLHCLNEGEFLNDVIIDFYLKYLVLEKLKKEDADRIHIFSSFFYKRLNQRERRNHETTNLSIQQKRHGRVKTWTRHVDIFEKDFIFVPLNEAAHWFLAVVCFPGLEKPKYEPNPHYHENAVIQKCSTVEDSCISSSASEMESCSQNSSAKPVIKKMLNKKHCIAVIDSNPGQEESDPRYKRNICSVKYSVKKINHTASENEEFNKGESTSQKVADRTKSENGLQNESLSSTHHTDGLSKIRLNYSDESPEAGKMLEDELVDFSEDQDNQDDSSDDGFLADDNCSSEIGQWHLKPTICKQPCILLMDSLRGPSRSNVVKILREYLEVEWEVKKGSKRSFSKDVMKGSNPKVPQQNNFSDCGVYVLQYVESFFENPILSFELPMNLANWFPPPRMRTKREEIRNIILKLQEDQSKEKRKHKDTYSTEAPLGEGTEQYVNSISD
* hit, by the source's call; nt = no result given.

Sample of the layout (7 entries):
Structure	SENP8 inh	ATG4B inh	SENP7 block	NR3A LBD binder	MPTP inh	HKDC1 inhibitor	PfG6PD inh	SENP6 block
CCOC(=O)CSc1nc2cc(S(=O)(=O)N3CCOCC3)ccc2n1CC	4	-8	2	-3	-3.0	-7	-5	8
CCCCCc1cc(=O)oc2c(C(CCN3CCCCC3)c3cc(OC)c(OC)c(OC)c3)c(OC)cc(OC)c12 (stereo unspecified)	-84	8	1	-4	-3.2	5	19	-10
CC1(C)Cc2ccccc2-c2n[nH]c(=S)n21	-83	7	3	-3	0.2	-8	52	-13
O=[N+]([O-])c1ccc2nc(-c3ccccc3)oc2c1	19	-2	71*	-1	0.7	2	3	77*
Cc1sc(NC(=O)C2CCCCC2C(=O)O)c(C(N)=O)c1-c1ccccc1 (stereo unspecified)	4	-1	1	-1	0.8	0	-4	-7
O=[N+]([O-])c1ccc(N/N=C/c2cccc(O)c2O)cc1	-57	3	39	35*	6.7	6	54	78*
CC(=O)NC1=NN(C(C)=O)C(c2ccccn2)S1 (stereo unspecified)	-1	3	-5	-1	1.1	-4	-14	-19

The listing (from the top)
Structure	SENP8 inh	ATG4B inh	SENP7 block	NR3A LBD binder	MPTP inh	HKDC1 inhibitor	PfG6PD inh	SENP6 block
CCOC(=O)CSc1nc2cc(S(=O)(=O)N3CCOCC3)ccc2n1CC	4	-8	2	-3	-3.0	-7	-5	8
CCCCCc1cc(=O)oc2c(C(CCN3CCCCC3)c3cc(OC)c(OC)c(OC)c3)c(OC)cc(OC)c12 (stereo unspecified)	-84	8	1	-4	-3.2	5	19	-10
CC1(C)Cc2ccccc2-c2n[nH]c(=S)n21	-83	7	3	-3	0.2	-8	52	-13
O=[N+]([O-])c1ccc2nc(-c3ccccc3)oc2c1	19	-2	71*	-1	0.7	2	3	77*
Cc1sc(NC(=O)C2CCCCC2C(=O)O)c(C(N)=O)c1-c1ccccc1 (stereo unspecified)	4	-1	1	-1	0.8	0	-4	-7
O=[N+]([O-])c1ccc(N/N=C/c2cccc(O)c2O)cc1	-57	3	39	35*	6.7	6	54	78*
CC(=O)NC1=NN(C(C)=O)C(c2ccccn2)S1 (stereo unspecified)	-1	3	-5	-1	1.1	-4	-14	-19
CCOC(=O)C1CCCN(C(=O)COc2ccc(C(=O)c3ccc(F)cc3)cc2)C1 (stereo unspecified)	5	-10	0	1	-2.7	-6	3	2
Cc1ncc(S(=O)(=O)c2ccccc2)c(-c2ccc(Cl)cc2Cl)n1	20	2	-6	0	-0.4	7	-4	-9
CN(C)C(=O)CCc1ccc2c3c([nH]c2c1)[C@]1(C)[C@@H](C(=O)N2CCOCC2)C[C@H](CC(=O)NCc2ccco2)C(=O)N1CC3	8	-2	4	1	0.2	-7	7	nt
O=CN1CCN(S(=O)(=O)c2ccc(S(=O)(=O)NC3CCCCC3)cc2)CC1	10	-3	-2	-1	0.3	-2	-6	-4
Cc1ccc(-c2nc(CN(Cc3cnn(C)c3)C(C)C)c(C)o2)o1	-90	1	2	1	-0.2	0	12	-13
Cc1c(/C=N/NC(=O)COc2ccccc2[N+](=O)[O-])c2ccccc2n1C	14	-8	-2	0	3.9	-8	4	11
COC(=O)c1ccc(NC(=O)CN2CCN(CCO)CC2)cc1	12	-2	-4	-1	2.9	0	3	-14
Cc1ccc(C(=O)NC(=S)N2CCN(C)CC2)cc1	6	2	-2	2	0.4	-7	-21	2
Cc1cc(C(=O)CSc2nc(N)cc(N)n2)c(C)n1C1CC1	11	3	-6	-1	-3.0	-11	8	-16
O=C(CC1C(=O)NCCN1Cc1cccc(Oc2ccccc2)c1)NCCCn1cccn1 (stereo unspecified)	-61	-11	-7	-2	0.1	-7	12	2
O=C(Nc1cccc(F)c1)Nc1ccc2c(c1)OCO2	0	2	96*	37*	18	-2	15	93*
CC(C)(C)c1cc(NC(=O)c2cc(F)c(F)c(F)c2F)no1	29	-12	7	-2	0.2	-8	-21	-6
COc1ccccc1NC1=C(Cl)C(=O)N(c2ccccc2)C1=O	34	-5	-2	1	-0.7	-11	3	1
CCOC(=O)c1c(C)[nH]c(=S)c(C#N)c1-c1ccc(OC)cc1	-8	-11	6	1	0.9	-1	1	-12
Cc1ccc(NC(=O)C2CCCN2C(=O)c2cccs2)cc1C (stereo unspecified)	8	-11	2	-3	-0.7	-8	2	-15
COc1cc(OC)cc(C(=O)Nc2ccc(S(=O)(=O)N(C)C)cc2)c1	-2	-10	1	-3	-0.2	-9	0	14
COc1ccccc1NC(=O)c1c(O)c2ccccc2[nH]c1=O	-110	2	-10	3	1.4	-1	-11	-36
CNc1nc(N)c([N+](=O)[O-])c(NCC2CCCO2)n1 (stereo unspecified)	13	-3	6	-1	0.6	-2	-6	-20
COc1ccc(NC(=O)C2CCC(CNc3c(N4CCCCC4)c(=O)c3=O)CC2)c(OC)c1 (stereo unspecified)	37	26	-7	-1	0.9	-7	-5	-11
O=C(Nc1ccc(F)cc1F)N1CCN(c2ncccn2)CC1	-9	-3	2	-1	-0.4	-7	-4	3
O=C(CSc1nc2ccccc2o1)Nc1cc(C(F)(F)F)ccc1N1CCOCC1	10	-16	6	-17	3.4	5	17	-9
FC(F)(F)c1cccc(NC(=S)NCC(c2cccnc2)N2CCOCC2)c1 (stereo unspecified)	15	-12	2	-2	1.2	-11	5	-24
Cc1ccccc1OCC(=O)Nc1ccc2c(c1)OCCO2	32	-5	10	0	1.9	-5	4	5
O=C(Cc1ccccc1)N1CCN(c2ncccn2)CC1	-16	-2	5	-1	-0.5	-1	-3	-7
CC(C)N(C(C)C)S(=O)(=O)c1ccc(NC(=O)c2cnccn2)cc1	16	-5	3	-1	0.3	-2	1	16
COC(=O)c1cnc(Oc2c(Cl)cc(N)cc2Cl)cc1C(F)(F)F	-12	6	-2	-5	-1.2	0	21	-3
CC(C)C(CCNC(=O)CN1C(=O)c2ccccc2C1=O)c1ccco1 (stereo unspecified)	21	-3	2	-3	1.3	-3	-10	7
COc1ccc(CCNC(=O)c2cc3c(=O)n4ccccc4nc3n(CCCN3CCOCC3)c2=N)cc1	-342	1	-6	0	-0.8	-1	-10	-20
O=C(CCS(=O)(=O)c1ccc(Br)cc1)Nc1ccc(Cl)cc1F	2	-2	3	5	2.9	-4	-1	9
CC(=O)c1cccc(NC(=O)COC(=O)CCc2ccc(S(=O)(=O)N3CCOCC3)cc2)c1	7	-8	-4	1	-0.4	-1	-14	-14
CCCCNS(=O)(=O)c1ccc(NC(=O)C(Sc2ccccc2)c2ccccc2)cc1 (stereo unspecified)	25	-2	nt	21*	76*	2	12	nt
O=C(c1cn(-c2ccccc2)nc1-c1cccs1)N1CCN(c2ccccn2)CC1	17	-11	6	-3	-1.0	-6	0	9
Cc1ccc(S(=O)(=O)Cn2nnnc2CN2CCN(Cc3ccc4c(c3)OCO4)CC2)cc1	16	-13	8	3	1.1	-6	-2	-19
CCCC(=O)Nc1ccc(S(=O)(=O)Nc2nccs2)cc1	33	-5	-6	-1	-0.4	-6	-12	-13
O=C(COc1ccc(Cl)cc1Cl)NN1C(=O)C2C3C=CC(C3)C2C1=O (stereo unspecified)	20	1	3	0	1.7	3	-25	-4
COc1ccccc1C1OCC(C)(C)CO1	5	-11	nt	0	-1.7	-4	2	nt
O=c1cc(Nc2ccc3c(c2)OCCO3)[nH]c(=O)n1C1CCCCC1	6	-8	1	-32	1.8	-5	2	1
COc1cc(/C=C/c2nc(N)nc(-c3ccccc3O)n2)cc(OC)c1OC	-135	19	1	0	-0.4	-5	-10	0
Cc1ccc(C(=O)NNC(=S)Nc2cccc3ccccc23)s1	-328	9	44	-8	-7.2	5	8	55*
COc1cc(C2Nc3ccc4ccccc4c3C3=C2C(=O)CC(C)(C)C3)ccc1OCC(=O)O (stereo unspecified)	-432	-4	4	2	-0.7	-2	6	4
COc1c(Br)cc([N+](=O)[O-])c(OC)c1C(=O)NC(=O)Nc1c(Cl)cccc1Cl	22	-2	-3	-13	4.1	-1	3	-27
Cn1c(SCC(=O)N(C2CCCCC2)C2CCCCC2)nnc1-c1cccs1	3	-6	8	1	6.3	-1	16	2
N#Cc1c(-c2cccs2)nc(SCC(=O)c2cccs2)[nH]c1=O	-46	-1	2	-14	1.5	-1	-14	12
CCOC(=O)c1cc(-c2ccccc2)n(CCC(=O)N2CCN(c3ccc(OC)cc3)CC2)c1C	13	-6	-3	0	3.0	-4	29	-37
O=C(COC(=O)c1cccs1)NCc1ccc2c(c1)OCO2	2	0	-4	-1	-0.4	-2	-17	-18
CCN(C(=O)CSc1nnc(C)n1-c1ccc(C)cc1)c1c(N)n(Cc2ccccc2)c(=O)[nH]c1=O	2	-8	nt	0	-2.2	0	-7	nt
CCOn1c(=O)c(-c2ccccc2)[n+]([O-])c2ccccc21	-56	-2	-3	1	1.5	-5	6	-21
Cc1ccc(C(=O)NCCOC23CC4CC(CC(C4)C2)C3)cc1	5	-7	-3	6	0.5	-6	0	-2
CC(C)COc1cccc(C(=O)N2CCN(C(=O)c3ccco3)CC2)c1	-2	-1	1	-2	-0.8	-2	-3	-1
CC1(C)C2CCC1(C)C(OCC[N+](C)(C)CC(=O)OC1CCCCC1)C2 (stereo unspecified)	4	8	-2	-1	4.5	-3	10	-19
CC(=O)Nc1ccc(-c2csc(NNC(=O)c3ccccc3)n2)cc1	4	-4	-10	-4	-0.1	5	-2	0
Cc1ccc(C(=O)N/C(=C/c2ccc(-c3cc(C(F)(F)F)ccc3Cl)o2)C(=O)NCc2cccnc2)cc1	-273	-2	-6	-2	0.8	6	25	-25
Cc1noc(C)c1COc1cccc(C(=O)OCC(=O)NCCN2C(=O)CSC2=O)c1	11	-2	-2	0	-0.9	-4	-2	-8
O=C(COC(=O)c1cc(S(=O)(=O)N2CCOCC2)c(Cl)cc1Cl)c1ccc[nH]1	-4	-41	1	-1	-0.9	-4	13	12

Screening results deposited in PubChem by Sanford-Burnham Center for Chemical Genomics.
